Bioassay records (PubChem)
BLM inh = qHTS Assay for Inhibitors of Bloom's syndrome helicase (BLM); RecQ-like DNA helicase BLM (Homo sapiens), P54132; AID 2528, 2010; 350,000 tested, 0.2% active; recombinant BLM DNA unwinding, fluorescence dequenching; Potency, µM (doses to about 56.1 µM), for inactives: at the highest dose activity change, negative = inhibition, hits mostly inhibitors;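 also: plate controls were vehicle for no effect and no enzyme for full effect; nearly all actives have a fitted effect of over 35% in size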
BAZ2B inh = qHTS Assay for Inhibitors of BAZ2B. Potency, µM (doses to about 114 µM), inactives show top-dose activity change, negative = inhibition, actives largely listed as inhibitors. AID 504333, 2011. 360,000 tested, 4.4% active. AlphaScreen BAZ2B-H3K14Ac peptide displacement. Bromodomain adjacent to zinc finger domain protein 2B (Homo sapiens), Q9UIF8; also: % is scaled to controls: 0 for no effect and ±100 for the full control effect; nearly all actives have a fitted effect of over 60% in size
Target sequence (Q9UIF8 whole entry, looked up, the tested form may be a part): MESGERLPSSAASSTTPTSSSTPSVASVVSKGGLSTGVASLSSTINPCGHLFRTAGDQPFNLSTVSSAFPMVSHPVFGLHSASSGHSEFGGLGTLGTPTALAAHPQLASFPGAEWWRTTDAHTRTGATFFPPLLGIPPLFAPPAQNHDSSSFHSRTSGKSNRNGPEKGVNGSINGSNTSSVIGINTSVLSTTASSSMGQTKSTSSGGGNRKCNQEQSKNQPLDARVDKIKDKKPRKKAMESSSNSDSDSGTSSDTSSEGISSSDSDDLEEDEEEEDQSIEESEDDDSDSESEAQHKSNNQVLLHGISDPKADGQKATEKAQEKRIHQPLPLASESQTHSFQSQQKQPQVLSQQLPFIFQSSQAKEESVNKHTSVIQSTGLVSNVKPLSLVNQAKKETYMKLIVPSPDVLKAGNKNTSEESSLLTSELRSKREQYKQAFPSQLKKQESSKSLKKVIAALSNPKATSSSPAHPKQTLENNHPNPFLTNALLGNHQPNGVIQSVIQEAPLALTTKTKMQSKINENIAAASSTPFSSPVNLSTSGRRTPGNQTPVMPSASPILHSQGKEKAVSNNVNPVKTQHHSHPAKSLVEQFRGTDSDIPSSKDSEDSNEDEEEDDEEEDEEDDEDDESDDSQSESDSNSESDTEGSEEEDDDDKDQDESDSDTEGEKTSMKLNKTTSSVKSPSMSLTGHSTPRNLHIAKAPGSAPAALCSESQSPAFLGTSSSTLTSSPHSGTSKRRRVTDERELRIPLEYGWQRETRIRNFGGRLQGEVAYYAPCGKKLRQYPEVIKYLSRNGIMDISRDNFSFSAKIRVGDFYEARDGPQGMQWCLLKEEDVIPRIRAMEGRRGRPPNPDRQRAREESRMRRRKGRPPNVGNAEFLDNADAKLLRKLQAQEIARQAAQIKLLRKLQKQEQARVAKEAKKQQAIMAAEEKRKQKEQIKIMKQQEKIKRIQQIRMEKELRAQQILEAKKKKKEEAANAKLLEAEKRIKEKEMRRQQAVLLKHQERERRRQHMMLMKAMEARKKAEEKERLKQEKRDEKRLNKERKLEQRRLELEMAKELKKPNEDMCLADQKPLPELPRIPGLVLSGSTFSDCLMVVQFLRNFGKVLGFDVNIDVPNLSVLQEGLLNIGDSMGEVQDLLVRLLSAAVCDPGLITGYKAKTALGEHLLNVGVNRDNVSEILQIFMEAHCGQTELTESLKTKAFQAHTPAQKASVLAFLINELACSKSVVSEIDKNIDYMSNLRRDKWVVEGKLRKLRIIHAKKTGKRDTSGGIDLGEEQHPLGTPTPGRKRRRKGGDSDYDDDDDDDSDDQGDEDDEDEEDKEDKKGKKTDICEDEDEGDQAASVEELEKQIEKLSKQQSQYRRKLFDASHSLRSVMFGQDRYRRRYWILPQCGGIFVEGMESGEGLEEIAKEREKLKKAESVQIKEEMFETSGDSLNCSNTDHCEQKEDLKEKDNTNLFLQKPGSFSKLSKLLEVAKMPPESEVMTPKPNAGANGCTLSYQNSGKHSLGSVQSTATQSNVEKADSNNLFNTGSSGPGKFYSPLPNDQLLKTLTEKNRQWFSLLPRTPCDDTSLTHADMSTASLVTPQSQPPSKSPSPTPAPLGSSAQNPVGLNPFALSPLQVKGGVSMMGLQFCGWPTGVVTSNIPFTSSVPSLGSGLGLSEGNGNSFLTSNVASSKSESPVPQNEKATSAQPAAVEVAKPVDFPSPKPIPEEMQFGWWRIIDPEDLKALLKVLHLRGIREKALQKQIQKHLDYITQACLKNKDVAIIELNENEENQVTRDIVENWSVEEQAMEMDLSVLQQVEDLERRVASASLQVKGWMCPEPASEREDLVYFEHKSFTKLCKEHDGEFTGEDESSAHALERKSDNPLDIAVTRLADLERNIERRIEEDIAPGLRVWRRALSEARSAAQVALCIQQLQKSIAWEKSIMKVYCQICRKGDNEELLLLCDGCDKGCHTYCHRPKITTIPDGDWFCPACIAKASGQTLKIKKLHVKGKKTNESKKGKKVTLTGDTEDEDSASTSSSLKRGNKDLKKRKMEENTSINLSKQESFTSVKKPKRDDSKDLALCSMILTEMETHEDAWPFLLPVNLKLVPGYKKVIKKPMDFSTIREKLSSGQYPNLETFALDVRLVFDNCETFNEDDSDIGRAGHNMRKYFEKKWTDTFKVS
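Multi-concentration screen (max 110 uM) measuring displacement of acetylated histone H3 peptide from BAZ2B by AlphaScreen, using 50 nM protein, 50 nM peptide and 10 ug/mL streptavidin donor plus Ni-chelate acceptor beads.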
G9a block = qHTS Assay for Inhibitors of Histone Lysine Methyltransferase G9a | AID 504332, 2011 | 350,000 tested, 8.8% active | Potency, µM (top dose mostly 102 µM), for the others: at the highest dose activity, negative = inhibition, usual class: inhibitors | G9a H3K9 monomethylation, AlphaScreen, 2 h; also: % is scaled to controls: 0 for no effect and ±100 for the full control effect; nearly all actives have a fitted effect of over 75% in size
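Using a bead-based AlphaScreen, monomethylated H3K9 product from 2 h room-temperature reactions (G9a 20 nM, peptide 500 nM, SAM 20 uM) was detected with 0.5 ug/mL rabbit anti-H3K9me1 antibody.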
APEX1 inh = qHTS Assay for Inhibitors of the Human Apurinic/apyrimidinic Endonuclease 1 (APE1); DNA repair nuclease/redox regulator APEX1 (Homo sapiens), P27695; recombinant APE1, TAMRA/BHQ-2 abasic DNA cleavage fluorescence; Potency, µM (series often up to 65.8 µM), for the others: top-dose activity change, negative = inhibition, hits mostly inhibitors; 350,000 tested, 0.35% active; AID 2517, 2012;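 also: plate controls were vehicle for no effect and reference inhibitor for full effect; nearly all actives have a fitted effect of over 55% in size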
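Quantitative HTS: incision of a TAMRA/BHQ-2 double-stranded substrate bearing a tetrahydrofuran abasic site by 0.75 nM APE1 raises fluorescence. Substrate 50 nM final, added after 15 min compound preincubation at room temperature; progress as third-minus-first kinetic read difference.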
POLK inh = qHTS for Inhibitors of Polymerase Kappa; DNA polymerase kappa (Homo sapiens), Q9UBT6; purified Pol kappa, fluorescent DNA synthesis assay, 10 min; Potency, µM (titrated, usually from 107 µM), for inactives: top-dose activity, negative = inhibition, most hits filed as inhibitors; 400,000 tested, 0.53% active; AID 588579, 2011; also: % is scaled to controls: 0 for no effect and ±100 for the full control effect
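Enzyme at 10 nM met test compounds for 15 min at room temperature. Substrate addition (50 nM final) began the reaction, which was monitored by fluorescence at 0 and 10 min.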
Pol eta inh = qHTS for Inhibitors of Polymerase Eta; DNA polymerase eta (Homo sapiens), Q9Y253; recombinant Pol eta, fluorescent DNA replication assay; Potency, µM (top dose mostly 114 µM), for inactives: at the highest dose activity change, negative = inhibition, usual class: inhibitors; 390,000 tested, 1.2% active; also: % is scaled to controls: 0 for no effect and ±100 for the full control effect
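Fluorescent replication assay: 50 nM final substrate added after a 15 min room-temperature compound preincubation with 10 nM enzyme. Signal taken at 0 min and again at 10 min.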
POLB inh = qHTS Assay for Inhibitors of DNA Polymerase Beta. 340,000 tested, 1.3% active. Potency, µM (titrated, usually from 114 µM), for the others: at the highest dose activity change, negative = inhibition, most hits filed as inhibitors. P06746. Pol beta primer extension/strand displacement, fluorescence kinetic. AID 485314, 2010; also: % is scaled to controls: 0 for no effect and ±100 for the full control effect
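Pol beta (10 nM) was preincubated with compound for 15 min at room temperature. The reaction was then started with 50 nM substrate and read immediately and after a further 10 min at room temperature.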
Apoferritin bind = qHTS Assay for Identification of Novel General Anesthetics | apoferritin/1-aminoanthracene competitive binding, fluorescence | Potency, µM (highest dose often 77.5 µM), for the others: top-dose activity change, negative = displacement, actives largely listed as inhibitors | 350,000 tested, 0.074% active; also: % is scaled to controls: 0 for no effect and ±100 for the full control effect; nearly all actives have a fitted effect of over 20% in size
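Apoferritin-based anesthetic binding model; compound displacement of fluorescent 1-AMA measured as endpoint fluorescence after 10 minutes at room temperature, scaled to free-ligand and complex controls.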
Pol iota inh = qHTS for Inhibitors of Polymerase Iota. Pol iota fluorescent replication assay, 10 min. 390,000 tested, 1% active. AID 588590, 2011. Potency, µM (series often up to 115 µM), inactives show top-dose activity, negative = inhibition, actives largely listed as inhibitors
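Pol iota at 10 nM preincubated 15 min with compounds at room temperature; reaction started with fluorescent substrate, 50 nM final. Fluorescence read kinetically at 0 and 10 min; buffer-only wells as negative control.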
Starred values were filed as active, the others as inactive; ? = inconclusive; / = not tested or not shown; [ ] = another dose, or the depositor's remark. Calls follow the shape of the dose curve; as a rule, active = well fitted curve in the direction sought with a large enough effect; inconclusive = small, poorly fitted or top-dose-only effect, or another doubt; inactive = no such curve, though single readings can be large; an effect the other way counts as inactive or inconclusive. Potency is read from the fitted curve at half-maximal effect.

BLM inh,BAZ2B inh,G9a block,APEX1 inh,POLK inh,Pol eta inh,POLB inh,Apoferritin bind,Pol iota inh,canonical_smiles
/,-9.7%,12.5%[2.33 µM],-9.4%,-14.3%,-20.4%,/,/,-4.2%,CN(C)S(=O)(=O)c1cccc(NC(=O)c2cc([N+](=O)[O-])ccc2N2CCCCC2)c1
/,-2.2%,4.7%,-4.4%,-8.7%,-3.7%,/,/,11.3%,Cc1ccc(N2CC(C(=O)NCc3n[nH]c(=O)c4ccccc34)CC2=O)cc1C (centres undefined)
-1.9%,-9.0%,32.6%[0.501 µM],10.0%,9.3%,-10.9%,21.0%,33.4%[activator],-14.2%,CC(C)(C)OC(=O)N1CSC[C@H]1C(=O)NC[C@H](CC(=O)O)c1ccc(Cl)cc1
-1.5%,-26.5%,-2.1%,-7.2%,-15.5%,-18.9%,-1.3%,-9.2%,26.9%,CN(Cc1nc(-c2ccc(Cl)cc2)no1)C(=O)CCN1C(=O)[C@H]2CC=CC[C@H]2C1=O
/,-2.0%,15.1%[12.7 µM],23.2%,-7.7%,-21.9%,/,/,30.3%[activator],CCOC(=O)C1=C(COC(=O)CSc2ccc(C)cc2)NC(=O)NC1C (centres undefined)
-7.4%,-33.6%,?,-1.4%,-7.9%,8.1%,?,-12.9%,-23.5%,CCc1cc2c(SCC(=O)Nc3ncc(Cl)c(C)c3Cl)ncnc2s1
-8.2%,2.7%,?,14.3%,-7.4%,?,2.8%,-5.3%,13.3%,CC(Sc1nc2ccccc2n1C)C(=O)NC(c1ccccc1)c1ccccc1 (centres undefined)
48.5%[activator],/,/,2.3%,-2.9%[60.1 µM],/,/,-0.3%,/,COc1ccccc1C1(O)CCN(CCCn2c3ccccc3c3ccccc32)CC1
/,/,/,-14.4%,-0.8%,-13.4%,/,/,15.4%,Cn1c2ccccc2c(=O)c2ccc(NCCc3cccs3)cc21
-7.1%,2.8%,-4.5%,-4.8%,-3.0%,-14.5%,21.6%,-7.5%,115.1%[activator],CCOC(=O)C1=C(N)Oc2c(oc(CO)cc2=O)C1c1ccc(F)c(F)c1 (centres undefined)
-8.3%,-17.8%,-0.3%,1.0%,-3.2%,-17.4%,-4.0%,-20.2%,3.6%,COc1ccc(N(CC(=O)NCc2ccc(Cl)cc2)S(=O)(=O)c2ccccc2[N+](=O)[O-])c(OC)c1
-3.5%,-30.1%,?,-6.7%,-19.4%,-11.5%,6.0%,-22.4%,4.4%,CNC(=S)N1CCc2cc(OC)c(OC)cc2C1COc1ccc(F)cc1 (centres undefined)
0.4%,-7.1%,-22.0%,-2.3%,-14.9%,-6.5%,4.0%,-14.7%,7.8%,Cc1nnsc1C(=O)N1CCN(c2cc(C(F)(F)F)ccn2)CC1
-0.3%,-1.9%,3.0%[0.501 µM],-8.5%,2.6%,-2.7%,-5.1%,-3.2%,38.7%[activator],COc1ccc(OC)c(C(=O)N2CCC(n3nccc3NC(=O)CC(C)C)CC2)c1
-2.7%,?,15.8µM*,/,-9.1%[60.1 µM],-6.9%,1.3%,40.6%[activator],19.7%,CN(C)c1ccc(CNC(=O)C2CCN(c3nc4ccccc4[nH]3)CC2)cc1
-2.6%,-3.5%,-4.1%,-5.4%,-17.5%,-21.1%,-1.4%,-8.5%,34.6%[activator],C=CCN(Cc1nc(-c2cc(OC)c3c(c2)OCO3)oc1C)C1CCS(=O)(=O)C1 (centres undefined)
2.1%,79.4µM*,30.6%[0.501 µM],5.1%,-7.1%,-2.4%,7.1%,-7.3%,17.7%,O=C(NCC1CCCO1)c1onc(CSc2ccccc2F)c1C(=O)O (centres undefined)
-4.4%,8.1%,24.6%[59 µM],-2.0%,-5.6%,-1.9%,-1.6%,3.9%,37.0%[activator],O=C(NCCOc1nc(N2CCCCC2)nc(N2CCOCC2)n1)Nc1ccccc1
1.4%,-1.4%,-2.1%,1.5%,/,/,-1.1%,-6.1%,/,COc1cc(-c2nn3c(-c4ccccn4)nnc3s2)cc(OC)c1OC
1.5%,-1.8%,-0.3%,-1.2%,-2.4%,-0.4%,1.9%,-4.3%,22.6%,CCCCCc1nc2c(c(=O)c3ccccc3n2C)c(=O)n1Cc1ccc(OC)cc1
-1.1%,5.1%,9.0%[59 µM],3.5%,-5.7%,-11.8%,-2.1%,-13.7%,-1.0%,COc1cc(C(=O)Nc2ccc([N+](=O)[O-])cn2)cc(OC)c1OC
-10.8%,11.3%,22.8%[59 µM],/,2.7%,-26.8%,15.5%,?,-1.4%,Cc1ccc(OC(=O)c2cc(-c3ccc4c(c3)OCCO4)on2)c(C)c1
3.0%,8.1%,-11.1%[59 µM],-7.6%,1.8%,-3.0%,1.6%,-5.6%,18.0%,CCOc1ccc(C(=O)NCC2OCCc3ccccc32)cc1 (centres undefined)
-0.8%,-9.9%,/,1.2%,-6.0%,?,3.9%,-12.2%,25.6%,CCN(Cc1ccncc1)C(=O)c1ccco1
-9.3%,?,5.2%[0.501 µM],-7.8%,-3.3%,-11.7%,44.2%,-6.5%,-0.3%,COc1cccc(N2CCN(S(=O)(=O)c3ccc(-c4coc(C)n4)cc3)CC2)c1
1.5%,12.9%,?,16.0%,4.8%,-18.3%,18.2%,-10.1%,15.7%,Cc1cc(C)nc(SCC(=O)Nc2ncc3c(n2)CC(C)(C)CC3=O)n1
-1.7%,/,11.8%[59 µM],2.2%,-4.7%,12.7%,33.3%,-7.4%,22.5%,Cn1c(=O)oc2cc(S(=O)(=O)NCc3ccncc3)ccc21
0.7%,-1.6%,/,0.6%,-0.7%,-8.7%,5.5%,6.9%,-6.4%,Cc1cccc(N2C(=O)/C(=C/c3ccccn3)SC2=S)c1
-0.5%,-9.7%,/,22.9%,0.3%,-17.6%,9.4%,-11.8%,79.0%[activator],COCCNC(=O)C/C(C)=N/NC(=O)C(=O)NC1CCCCC1
-5.1%,-1.9%,-1.5%,24.7%,4.0%,-13.4%,6.4%,-2.4%,1.9%,CCOc1cc(/C=C/C(=O)O)ccc1OCCOc1ccc(F)cc1
0.5%,-9.9%,2.5%,4.7%,-13.8%,5.2%,3.0%,1.8%,64.9%[activator],CC(=O)c1cnn(-c2ccccc2)c1C
-2.0%,?,-3.7%,1.0%,6.4%,-18.0%,3.7%,-1.3%,15.0%,O=C(O)c1cc(C2CC2)nn1-c1ccccc1
1.1%,42.1%[activator],/,-3.6%,1.9%,-2.9%,-8.8%,-0.4%,6.0%,COc1ccc(CC(=O)Nc2ccccc2C(=O)NCCc2ccccc2)cc1
-4.9%,-26.0%,-16.3%[12.7 µM],-6.4%,-3.3%,5.7%,20.8%,32.2%[activator],34.5%[activator],CCCC(c1nnnn1CCOC)N(Cc1cc2cc(C)c(C)cc2[nH]c1=O)CC1CCCO1 (centres undefined)
-1.5%,-25.6%,?,32.6%,-1.6%,-26.7%,-0.4%,-13.9%,40.6%[activator],Cc1ccc(N(CC2CO2)S(=O)(=O)c2ccc([N+](=O)[O-])cc2)cc1 (centres undefined)
-3.6%,70.8µM*,30.1%[0.501 µM],-3.7%,-1.9%,-13.3%,39.8µM*,3.1%,74.8%[activator],CCCCOc1ccc(Nc2cc(Cl)ccc2C(=O)O)cn1
0.3%,-2.7%,/,-2.1%,-7.0%,3.6%,21.3%,12.5%,-17.8%,C=CCNC(=O)N1CCC(n2nccc2NC(=O)CCCc2ccccc2)CC1
0.0%,?,5.62µM*,0.4%,-9.3%,-10.2%,8.5%,-4.8%,-4.8%[58.9 µM],CC(C)[C@@H](N)C(=O)N/N=C/c1ccc2nccnc2c1
-3.7%,-1.6%,12.8%[0.501 µM],17.5%,-6.1%,-0.5%,-7.8%,-1.0%,12.7%,O=C1C=C(O)c2cccc3cccc1c23
0.5%,-0.4%,-35.0%[59 µM],/,0.5%,-11.0%,1.0%,-5.2%,18.1%,Cc1cccc(OC(=O)CSc2nnc(-c3ccc4c(c3)OCO4)o2)c1C
4.8%,-7.2%,?,12.9%,0.8%,-16.2%,0.3%,-13.2%,9.1%,O=c1c2cc3c(cc2[nH]c(=S)n1C1CCN(Cc2ccccc2)CC1)OCO3
-10.5%,-35.2%,22.0%[59 µM],-0.5%,-2.8%,-17.9%,-0.6%,-16.6%,1.0%,CCC1(C(=O)c2ccccc2)C(c2cccc([N+](=O)[O-])c2)C1(C(=O)OC)C(=O)OC (centres undefined)
5.7%,12.8%,-13.5%,7.5%,4.1%,-21.7%,-27.0%,292.8%[activator],36.3%[activator],Cc1ccc(N=Nc2c(C)[nH]n(-c3ccccc3)c2=O)c(C)c1
/,-3.9%,-6.9%[59 µM],-4.5%,-23.4%,-1.4%,/,/,5.8%,CSc1ncccc1C(=O)OCC(=O)Nc1ccc2c(c1)CCC2

A different layout for 2 compounds above:
SMILES	BLM inh	BAZ2B inh	G9a block	APEX1 inh	POLK inh	Pol eta inh	POLB inh	Apoferritin bind	Pol iota inh
Cn1c(=O)oc2cc(S(=O)(=O)NCc3ccncc3)ccc21	-1.7%	/	11.8%[59 µM]	2.2%	-4.7%	12.7%	33.3%	-7.4%	22.5%
Cc1cccc(N2C(=O)/C(=C/c3ccccn3)SC2=S)c1	0.7%	-1.6%	/	0.6%	-0.7%	-8.7%	5.5%	6.9%	-6.4%

Filtered by structure: the compounds so far with two or more sulfur atoms
BLM inh,BAZ2B inh,G9a block,APEX1 inh,POLK inh,Pol eta inh,POLB inh,Apoferritin bind,Pol iota inh,canonical_smiles
-7.4%,-33.6%,?,-1.4%,-7.9%,8.1%,?,-12.9%,-23.5%,CCc1cc2c(SCC(=O)Nc3ncc(Cl)c(C)c3Cl)ncnc2s1
0.7%,-1.6%,/,0.6%,-0.7%,-8.7%,5.5%,6.9%,-6.4%,Cc1cccc(N2C(=O)/C(=C/c3ccccn3)SC2=S)c1

This is a subset. The share of hits here may be higher or lower than overall.
